TRPML3 agonist = activates the human TRPML3 channel | HEK293 TRPML3-YFP, Fluo-8 calcium fluorescence; 100% = the carbachol control signal | Q8TDD5 | activation, % at 3 µM | 0.29% of 220,000 active | AID 1448;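 active means activation above its plate's cutoff, the mean activation of the plate's test wells plus 3 SD, cut at about 12% in these data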;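 further: 0% = DMSO only wells and 100% = carbachol wells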
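Material: HEK293 cells stably carrying human TRPML3-YFP; compound dosing: single dose, 3 µM final nominal compound, 0.3% DMSO final; incubation: 1-h 37 °C dye load, 5-s basal, 120-s post-compound reads; technique: Fluo-8 intracellular calcium fluorescence, excitation 470-495 nm, emission 515-575 nm; read-out basis: percent activation from peak-to-basal fluorescence ratio, scaled between DMSO and carbachol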
S1P4 antagonist = blocks the human S1P4 receptor; 0.26% of 220,000 active; inhibition, % at 4.98 µM; O95977; AID 1510; S1P4-expressing cells, antagonist mode, reporter read-out; in the data active means inhibition above about 29%;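 further: 0% = wells stimulated with agonist and 100% = vehicle wells without agonist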
Target sequence (O95977 whole entry, looked up): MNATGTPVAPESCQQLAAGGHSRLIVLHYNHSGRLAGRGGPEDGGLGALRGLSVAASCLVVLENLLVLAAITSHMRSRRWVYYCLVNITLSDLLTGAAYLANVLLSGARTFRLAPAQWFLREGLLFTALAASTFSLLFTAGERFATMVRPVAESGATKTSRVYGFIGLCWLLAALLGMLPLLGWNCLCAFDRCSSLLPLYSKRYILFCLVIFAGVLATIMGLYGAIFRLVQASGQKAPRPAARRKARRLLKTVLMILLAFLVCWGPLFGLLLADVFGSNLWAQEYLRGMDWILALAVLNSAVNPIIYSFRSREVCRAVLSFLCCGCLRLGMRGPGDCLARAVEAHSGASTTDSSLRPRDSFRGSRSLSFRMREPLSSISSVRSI
Ba/F3 V617F tox = reduce viability of Ba/F3 cells dependent on JAK2V617F. 1.1% of 220,000 active. inhibition, % at 5.6 µM. Ba/F3 EpoR-JAK2V617F viability, ATP luminescence;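 active means inhibition above the campaign mean plus 3 SD over all tested compounds, cut at about 24% in these data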;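 further: cytokine-independent growth of Ba/F3 cells driven by EpoR plus mutant JAK2; 0% = DMSO-treated cells and 100% = JAK inhibitor I control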
Calpain2 inh = blocks pig calpain II enzyme activity; purified calpain II, fluorogenic peptide substrate, 30 min; 0.37% of 220,000 active; AID 1236; inhibition, % at 16 µM;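 active means inhibition above about 50%, limit read from the data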
S1P4 ag = human S1P4 receptor agonism. activation, % at 4.98 µM. O95977. S1P4-expressing cell line, agonist reporter assay. 0.35% of 220,000 active. AID 1509; in the data active means activation above about 11%;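 further: 0% = DMSO vehicle and 100% = reference agonist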
BaF3 tox = reduces parental Ba/F3 cell viability, JAK2V617F counter-screen. inhibition, % at 5.6 µM. AID 1486. 1.1% of 220,000 active. CellTiter-Glo ATP luminescence;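 active means inhibition above a per-campaign cutoff, the mean inhibition of all tested compounds plus 3 SD, cut at about 27% in these data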;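 further: 0% = DMSO wells and 100% = JAK Inhibitor I control wells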
EP2 mod = EP2 receptor (human) modulation; P43116; EP2-expressing cells, cAMP HTRF FRET, PGE2 co-stimulation; induction, % at 25 µM; 0.83% of 260,000 active; AID 940;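 active means compounds whose cAMP rise, as percent of the full-agonist control response, exceeds 60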;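 further: rat C6 glioma line stably carrying human EP2 under a CMV promoter; the protocol text gives 20 µM as final concentration; 100% = response of wells given 1 µM PGE2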
Target sequence (P43116 whole entry, looked up): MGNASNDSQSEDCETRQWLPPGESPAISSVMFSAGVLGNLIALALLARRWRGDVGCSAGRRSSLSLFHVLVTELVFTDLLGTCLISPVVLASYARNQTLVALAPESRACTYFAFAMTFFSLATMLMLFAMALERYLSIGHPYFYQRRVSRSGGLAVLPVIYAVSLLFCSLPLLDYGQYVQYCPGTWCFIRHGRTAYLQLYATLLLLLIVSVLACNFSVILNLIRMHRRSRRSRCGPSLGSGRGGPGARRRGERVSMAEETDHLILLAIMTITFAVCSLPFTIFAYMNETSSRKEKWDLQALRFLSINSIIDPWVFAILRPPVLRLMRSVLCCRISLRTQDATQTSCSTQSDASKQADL
TRPN1 ag = activates the zebrafish TRPN1 channel. 0.18% of 220,000 active. AID 1424. HEK293 zebrafish TRPN1-YFP, Fluo-8 calcium fluorescence; 100% = response to 87 µM carbachol. activation, % at 3 µM;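 active means activation above its plate's cutoff, the mean activation of test wells on that plate plus 3 SD, cut at about 19% in these data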;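 further: 0% = DMSO alone and 100% = 87 µM carbachol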
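Material: zebrafish TRPN1-YFP in HEK293 cells. Doses: one dose of 3 µM, 0.3% DMSO. Incubation: dye 1 h 37 °C plus 30 min RT. Measured by: intracellular calcium fluorescence with Fluo-8.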
PERK inhibitor = human PERK inhibition, primary cell-based screen; Q9NZJ5; CHO PERK-DD fusion, SEAP luminescence translation reporter; inhibition, % at 5.6 µM; 0.17% of 220,000 active; AID 1416;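 active means inhibition above the mean inhibition of all tested compounds plus 3 SD, set separately per screening campaign, cut at about 2.9% in these data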;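 further: PERK kinase domain activated by AP20187 dimerizer at 100 nM; 0% = DMSO with dimerizer and 100% = rapamycin at 8.4 µM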
The depositor's hits bear a star. This is a random part of the collection; overall some 3.6% were active at least once.

CC1(C)Cc2c(sc3ncn4nc(CCC(=O)O)c(=O)nc4c23)CO1 was read as TRPML3 agonist 0.7, S1P4 antagonist -11, Ba/F3 V617F tox -3, Calpain2 inh -88, S1P4 ag -1.0, BaF3 tox 5, EP2 mod 9, TRPN1 ag 0.8 and PERK inhibitor 0.4.
For Cn1nc(C(F)(F)F)c(-c2ccccc2)c1NC(=O)c1ccco1 the results were TRPML3 agonist -0.6, S1P4 antagonist 5, Ba/F3 V617F tox 1, Calpain2 inh -22, S1P4 ag 0.6, BaF3 tox -1, EP2 mod 5, TRPN1 ag -1.2 and PERK inhibitor -0.3.
For Cc1ccc(S(=O)(=O)N2CCCCC2C(=O)N2CCN(Cc3ccccc3)CC2)cc1 (centres undefined) the results were TRPML3 agonist 6.0, S1P4 antagonist -1, Ba/F3 V617F tox -2, Calpain2 inh 17, S1P4 ag -1.2, BaF3 tox 4, EP2 mod -4, TRPN1 ag 0.5 and PERK inhibitor -0.8.
Screening Cc1ccc(C(=O)N/C(=C\c2cccc([N+](=O)[O-])c2)C(=O)OCN2C(=O)c3ccccc3C2=O)cc1 returned TRPML3 agonist 1.5, S1P4 antagonist -11, Ba/F3 V617F tox -3, Calpain2 inh -19, S1P4 ag 1.3, BaF3 tox 2, EP2 mod 20, TRPN1 ag -0.6 and PERK inhibitor 1.2.
For COC(=O)c1[nH]c2cccc(OC)c2c1NC(=O)CN1CC(C)OC(C)C1 (centres undefined) the results were TRPML3 agonist 0.3, S1P4 antagonist -11, Ba/F3 V617F tox 2, Calpain2 inh inactive, S1P4 ag 1.1, BaF3 tox 6, EP2 mod 20, TRPN1 ag 0.3 and PERK inhibitor -0.3.
For COc1cccc(C(=O)NCc2ccc3[nH]c(C)cc3c2)c1 the results were TRPML3 agonist 0.3, S1P4 antagonist 7, Ba/F3 V617F tox 0, Calpain2 inh -66, S1P4 ag 0.8, BaF3 tox 8, EP2 mod -48, TRPN1 ag -2.1 and PERK inhibitor 0.6.
COCCn1nnnc1C(C(C)C)N(Cc1ccccc1)Cc1cc2cc(OC)ccc2[nH]c1=O (centres undefined) was read as TRPML3 agonist -0.4, S1P4 antagonist -11, Ba/F3 V617F tox -3, Calpain2 inh -32, S1P4 ag 0.7, BaF3 tox -1, EP2 mod -19, TRPN1 ag -0.4 and PERK inhibitor 0.6.
For CCn1c2ccccc2c2cc(C3C(C#N)=C(N)Oc4n[nH]c(COC)c43)ccc21 (centres undefined) the results were TRPML3 agonist 0.0, S1P4 antagonist 11, Ba/F3 V617F tox 1, Calpain2 inh -87, S1P4 ag -0.4, BaF3 tox 0, EP2 mod -35, TRPN1 ag 0.1 and PERK inhibitor -0.3.
Screening C1CCCCCC2(CCCCC1)OCC(CN1CCOCC1)O2 (centres undefined) returned TRPML3 agonist 0.0, S1P4 antagonist -54, Ba/F3 V617F tox 0, Calpain2 inh -9, S1P4 ag -0.8, BaF3 tox 5, EP2 mod 15, TRPN1 ag -1.7 and PERK inhibitor 1.4.
Screening CCO[C@@H]1OC(C(N)=O)=C[C@H](c2ccccc2)[C@H]1CCCO returned TRPML3 agonist 0.6, S1P4 antagonist -8, Ba/F3 V617F tox -2, Calpain2 inh 0, S1P4 ag 0.9, BaF3 tox 6, EP2 mod 15, TRPN1 ag -0.6 and PERK inhibitor 1.4.
COC(=O)/C(C#N)=C/c1c(N2CCN(Cc3ccc4c(c3)OCO4)CC2)nc2c(C)cccn2c1=O was read as TRPML3 agonist -1.2, S1P4 antagonist -10, Ba/F3 V617F tox 3, Calpain2 inh -43, S1P4 ag 1.5, BaF3 tox 10, EP2 mod 27, TRPN1 ag -1.6 and PERK inhibitor -2.4.
Screening CCCS(=O)(=O)NCCc1cc2ccc(OC)cc2[nH]c1=O returned TRPML3 agonist 1.1, S1P4 antagonist -20, Ba/F3 V617F tox -6, Calpain2 inh 4, S1P4 ag 1.0, BaF3 tox 0, EP2 mod 21, TRPN1 ag -2.3 and PERK inhibitor 1.6.
`CC(CCc1ccccc1)NC(=O)c1ccccc1` (centres undefined) gave TRPML3 agonist 0.2, S1P4 antagonist -4, Ba/F3 V617F tox 2, Calpain2 inh 14, S1P4 ag -0.1, BaF3 tox 8, EP2 mod 21, TRPN1 ag -0.9 and PERK inhibitor -2.0.
OCCNc1nc(C2CC2)nc2c1nnn2Cc1ccccc1Cl was read as TRPML3 agonist -0.4, S1P4 antagonist -11, Ba/F3 V617F tox 3, Calpain2 inh 20, S1P4 ag -1.1, BaF3 tox 5, EP2 mod 27, TRPN1 ag -2.0 and PERK inhibitor -0.8.
`O=C(O)COc1ccccc1/C=C1\SC(=S)N(/N=C/c2ccccc2O)C1=O` gave TRPML3 agonist 0.9, S1P4 antagonist -15, Ba/F3 V617F tox -4, Calpain2 inh -11, S1P4 ag -1.1, BaF3 tox 4, EP2 mod 3, TRPN1 ag 0.8 and PERK inhibitor 0.7.

As a working copy, some entries already given.
For Cc1ccc(S(=O)(=O)N2CCCCC2C(=O)N2CCN(Cc3ccccc3)CC2)cc1 (centres undefined) the results were TRPML3 agonist 6.0, S1P4 antagonist -1, Ba/F3 V617F tox -2, Calpain2 inh 17, S1P4 ag -1.2, BaF3 tox 4, EP2 mod -4, TRPN1 ag 0.5 and PERK inhibitor -0.8.
Screening Cc1ccc(C(=O)N/C(=C\c2cccc([N+](=O)[O-])c2)C(=O)OCN2C(=O)c3ccccc3C2=O)cc1 returned TRPML3 agonist 1.5, S1P4 antagonist -11, Ba/F3 V617F tox -3, Calpain2 inh -19, S1P4 ag 1.3, BaF3 tox 2, EP2 mod 20, TRPN1 ag -0.6 and PERK inhibitor 1.2.

The list continues.
Screening COC(=O)c1cn(NC(=O)Cc2ccc(OC)c(OC)c2)c(=O)c2ccccc12 returned TRPML3 agonist 0.6, S1P4 antagonist -3, Ba/F3 V617F tox -3, Calpain2 inh -23, S1P4 ag 0.1, BaF3 tox 2, EP2 mod 15, TRPN1 ag -0.1 and PERK inhibitor -0.5.
`CCOC(=O)c1csc(COc2ccccc2Cl)n1` gave TRPML3 agonist -0.5, S1P4 antagonist 7, Ba/F3 V617F tox 2, Calpain2 inh -1, S1P4 ag -0.3, BaF3 tox -1, EP2 mod 13, TRPN1 ag 0.8 and PERK inhibitor -1.2.
`COc1cc(OC)cc(C(=O)N[C@H](C(=O)OCc2cc(=O)oc3cc(C)ccc23)C(C)C)c1` gave TRPML3 agonist 0.0, S1P4 antagonist -9, Ba/F3 V617F tox 6, Calpain2 inh 26, S1P4 ag -1.2, BaF3 tox 6, EP2 mod 18, TRPN1 ag 0.2 and PERK inhibitor 0.2.
`CCOc1ccc(NC2=NC(C(=O)NCc3ccccc3)CC(=O)N2)cc1` (centres undefined) gave TRPML3 agonist -0.3, S1P4 antagonist 6, Ba/F3 V617F tox 2, Calpain2 inh -30, S1P4 ag -0.6, BaF3 tox 8, EP2 mod 21, TRPN1 ag 0.7 and PERK inhibitor 1.1.
For N#Cc1ccc2ccn(CC(=O)NCc3ccco3)c2c1 the results were TRPML3 agonist 0.4, S1P4 antagonist 6, Ba/F3 V617F tox -3, Calpain2 inh -170, S1P4 ag 1.6, BaF3 tox -1, EP2 mod 10, TRPN1 ag -0.6 and PERK inhibitor 1.0.
CCOC(=O)c1ccc(NC(=O)CN(c2ccc(C)cc2)S(=O)(=O)c2c(C)n[nH]c2C)cc1 was read as TRPML3 agonist 5.8, S1P4 antagonist 3, Ba/F3 V617F tox 5, Calpain2 inh 11, S1P4 ag -0.8, BaF3 tox 6, EP2 mod -6, TRPN1 ag 9.4 and PERK inhibitor -1.0.
For CCOC(=O)CNc1nc(Cl)nc(Nc2ccc(Cl)cc2)n1 the results were TRPML3 agonist -0.2, S1P4 antagonist 1, Ba/F3 V617F tox 6, Calpain2 inh 26, S1P4 ag 1.6, BaF3 tox -12, EP2 mod -33, TRPN1 ag 1.4 and PERK inhibitor -0.5.
Screening CCCCC(CC)COC1(c2ccccc2)OC(=O)c2ccccc21 (centres undefined) returned TRPML3 agonist -0.4, S1P4 antagonist -7, Ba/F3 V617F tox -2, Calpain2 inh 9, S1P4 ag 1.4, BaF3 tox -1, EP2 mod 21, TRPN1 ag -0.7 and PERK inhibitor 0.8.
For CC(NCC(O)COCCC12CC3CC(CC(C3)C1)C2)c1ccccc1 (centres undefined) the results were TRPML3 agonist 1.6, S1P4 antagonist 18, Ba/F3 V617F tox 0, Calpain2 inh 7, S1P4 ag -1.2, BaF3 tox 10, EP2 mod 23, TRPN1 ag 1.2 and PERK inhibitor 1.5.
COCCn1c(N)c(N(Cc2ccccc2)C(=O)c2ccc3ccccc3c2)c(=O)[nH]c1=O was read as TRPML3 agonist 0.2, S1P4 antagonist -10, Ba/F3 V617F tox 1, Calpain2 inh -13, S1P4 ag -0.5, BaF3 tox 5, EP2 mod 19, TRPN1 ag 0.7 and PERK inhibitor 0.0.
For Nc1nc(SCc2ccc3c(c2)OCO3)n[nH]1 the results were TRPML3 agonist -0.3, S1P4 antagonist 2, Ba/F3 V617F tox -2, Calpain2 inh -2, S1P4 ag 2.6, BaF3 tox 0, EP2 mod 19, TRPN1 ag 0.4 and PERK inhibitor 1.0.
For Cc1cc(NC(=O)c2ccccc2Cl)c(C(C)C)cc1O the results were TRPML3 agonist 0.0, S1P4 antagonist -9, Ba/F3 V617F tox -5, Calpain2 inh 12, S1P4 ag -0.2, BaF3 tox 6, EP2 mod -2, TRPN1 ag -0.8 and PERK inhibitor 0.2.
`COc1ccc(C(=O)Nc2ccccc2N2CCN(C(=O)C(C)C)CC2)cc1Cl` gave TRPML3 agonist -0.7, S1P4 antagonist 5, Ba/F3 V617F tox 8, Calpain2 inh -7, S1P4 ag -1.1, BaF3 tox 8, EP2 mod 3, TRPN1 ag -0.8 and PERK inhibitor -1.3.

Of the compounds above, these have a Cl atom.
OCCNc1nc(C2CC2)nc2c1nnn2Cc1ccccc1Cl was read as TRPML3 agonist -0.4, S1P4 antagonist -11, Ba/F3 V617F tox 3, Calpain2 inh 20, S1P4 ag -1.1, BaF3 tox 5, EP2 mod 27, TRPN1 ag -2.0 and PERK inhibitor -0.8.
`CCOC(=O)c1csc(COc2ccccc2Cl)n1` gave TRPML3 agonist -0.5, S1P4 antagonist 7, Ba/F3 V617F tox 2, Calpain2 inh -1, S1P4 ag -0.3, BaF3 tox -1, EP2 mod 13, TRPN1 ag 0.8 and PERK inhibitor -1.2.
For CCOC(=O)CNc1nc(Cl)nc(Nc2ccc(Cl)cc2)n1 the results were TRPML3 agonist -0.2, S1P4 antagonist 1, Ba/F3 V617F tox 6, Calpain2 inh 26, S1P4 ag 1.6, BaF3 tox -12, EP2 mod -33, TRPN1 ag 1.4 and PERK inhibitor -0.5.
For Cc1cc(NC(=O)c2ccccc2Cl)c(C(C)C)cc1O the results were TRPML3 agonist 0.0, S1P4 antagonist -9, Ba/F3 V617F tox -5, Calpain2 inh 12, S1P4 ag -0.2, BaF3 tox 6, EP2 mod -2, TRPN1 ag -0.8 and PERK inhibitor 0.2.
`COc1ccc(C(=O)Nc2ccccc2N2CCN(C(=O)C(C)C)CC2)cc1Cl` gave TRPML3 agonist -0.7, S1P4 antagonist 5, Ba/F3 V617F tox 8, Calpain2 inh -7, S1P4 ag -1.1, BaF3 tox 8, EP2 mod 3, TRPN1 ag -0.8 and PERK inhibitor -1.3.

Screens as filed in PubChem BioAssay.
